Screening results deposited in PubChem by several laboratories.
SR-BI DiI inh: inhibitors of SR-BI mediated HDL lipid uptake, primary screen, ldlA[mSR-BI] cells, fluorescence, single point; inhibition, % at 12.5 µM; ldlA[mSR-BI] CHO cells, DiI-HDL uptake fluorescence, 3 h; actives 0.96% (n = 320,000); AID 488896, 2010;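 active means mean replicate inhibition of at least 70% and a set share of replicates each scoring 70 or more; inconclusive means meets just one of the two criteria; inactive means fails both criteria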;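 further: 0% = median of neutral control wells and 100% = median of positive control wells; values of inactives mirror those of a sister screen read the other way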
V-ATPase pHluor: regulators of yeast V-ATPase proton pumping, primary screen, pHLuorin cytosolic pH fluorescence; response, % at 10 µM; S. cerevisiae; actives 0.37% (n = 350,000); AID 504577, 2011; in the data active means response mostly above about 7.3%, no sharp cut-off; inactive means mostly below about 5.4%; further: actives read high; inactives centre near 0; some compounds called inactive have numbers as strong as hits; reference of the scale not given here
HTR5A inv ag: HTR5A inverse agonists in luminescence cell assay, primary screen, counter-screen for OPRM1-OPRD1 heterodimer inverse agonist project, full-deck HTS; 5-hydroxytryptamine receptor 5A (Homo sapiens), P47898; HTR5A cell line, inverse agonism; inhibition, % at 9.3 µM; actives 0.083% (n = 340,000); in the data active means inhibition mostly above about 23%, no sharp cut-off; inactive means mostly below about 18%;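 further: 0% = cells with DMSO and 100% = no-cell wells with DMSO; some compounds called inactive have numbers as strong as hits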
PvdQ acylase: P. aeruginosa PvdQ acylase inhibitors, primary screen, biochemical, fluorescence, plate reader and imaging, single point; PvdQ acylase [Pseudomonas aeruginosa LESB58]; purified PvdQ acylase; inhibition, % at 10 µM; actives 0.063% (n = 340,000); AID 488965, 2010; in the data active means inhibition above about 30%, passing the limit was not always enough; inconclusive means no clear call, values can overlap the other calls;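 further: 0% = vehicle neutral wells and 100% = reference inhibitor wells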
MITF TRPM1 HTS: activators of MITF-driven TRPM1 promoter reporter, primary screen, cell-based, SK-MEL-5, luciferase, single point. SK-MEL-5 TRPM1-promoter luciferase, 24 h; % of positive control, neutral wells = 0. activation, % at 12.5 µM. actives 0.75% (n = 300,000). AID 588334, 2011;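 active means mean activation of at least 80% with every replicate also reaching 80%; inconclusive means mean reaches 80% but some replicate falls short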;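 further: 0% = neutral control wells and 100% = parthenolide positive control wells; values of inactives mirror those of a sister screen read the other way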
Wnt act: Wnt/beta-catenin pathway activators, primary screen, cell-based, plate reader, single point | Wnt/beta-catenin reporter cell assay, activator | AID 743398, 2014 | activation, % at 9.35 µM | actives 1.2% (n = 300,000); in the data active means activation above about 30%, passing the limit was not always enough; inconclusive means no clear call, values can overlap the other calls;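 further: 0% = neutral control wells and 100% = positive control wells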
CDK5 p35 inh: inhibitors of human CDK5/p35 kinase, primary screen, biochemical, single concentration. actives 0.01% (n = 330,000). inhibition, % at 10 µM. Recombinant CDK5/p35, ADP-Glo luminescence, 60 min;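 active means highest replicate inhibition of at least 50% and at least 75% of replicates reaching 50%; inconclusive means only one of the two criteria met; inactive means both criteria failed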;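 further: plate controls were DMSO neutral control for no effect and GW8510 at 10 µM for full effect; many of its hits are not listed in these tables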
Target sequence (Q00535 whole entry, looked up): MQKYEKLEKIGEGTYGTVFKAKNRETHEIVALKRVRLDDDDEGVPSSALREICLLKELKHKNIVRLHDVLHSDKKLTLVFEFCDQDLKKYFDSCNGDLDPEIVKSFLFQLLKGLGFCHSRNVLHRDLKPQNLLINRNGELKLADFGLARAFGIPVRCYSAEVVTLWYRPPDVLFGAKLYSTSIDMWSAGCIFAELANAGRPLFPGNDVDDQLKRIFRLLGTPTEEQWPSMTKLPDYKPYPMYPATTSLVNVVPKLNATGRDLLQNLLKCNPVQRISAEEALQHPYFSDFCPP
Target sequence (Q15078 whole entry, looked up): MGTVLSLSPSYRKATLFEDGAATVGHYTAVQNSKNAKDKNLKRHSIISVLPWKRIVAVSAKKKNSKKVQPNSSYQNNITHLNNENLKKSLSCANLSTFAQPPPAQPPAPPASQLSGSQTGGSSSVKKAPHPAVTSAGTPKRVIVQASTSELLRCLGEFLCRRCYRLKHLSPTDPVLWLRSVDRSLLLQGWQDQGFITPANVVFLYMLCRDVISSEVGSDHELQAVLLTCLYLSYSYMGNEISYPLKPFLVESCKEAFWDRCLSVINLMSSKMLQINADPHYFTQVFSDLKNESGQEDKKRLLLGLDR
HTR5A ag: HTR5A agonists in luminescence cell assay, primary screen, counter-screen for OPRM1-OPRD1 heterodimer agonist project, full-deck HTS; 5-hydroxytryptamine receptor 5A (Homo sapiens), P47898; cell-based; activation, % at 9.3 µM; actives 0.61% (n = 340,000); in the data active means activation mostly above about 9.5%, no sharp cut-off; inactive means mostly below about 7.6%;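 further: 0% = cells with vehicle only and 100% = reference agonist; strong numbers were not always called active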
NSD2 inh: NSD2 histone methyltransferase inhibitors, primary screen, biochemical, AlphaScreen, single concentration, set 2; inhibition, % at 12.5 µM; actives 0.54% (n = 310,000); NSD2 peptide methylation, 120 min; Histone-lysine N-methyltransferase NSD2 (Homo sapiens), O96028; in the data active means inhibition above about 50%
dFosB act: activators of delta FosB homodimer, primary screen, biochemical, fluorescence polarization, TAMRA-CDK5 oligo, single point | actives 0.99% (n = 340,000) | activation, % at 25 µM | Protein FosB (Mus musculus), P13346 | purified delta FosB; percent of positive-control signal above neutral wells;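 active means mean activation above about 17%, with every replicate also reaching it, limit read from the data, passing the limit was not always enough; inconclusive means only one of the two conditions met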;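 further: fluorescence polarization rise as delta FosB binds a TAMRA Cdk5 AP-1 oligo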
Target sequence (P13346 whole entry, looked up): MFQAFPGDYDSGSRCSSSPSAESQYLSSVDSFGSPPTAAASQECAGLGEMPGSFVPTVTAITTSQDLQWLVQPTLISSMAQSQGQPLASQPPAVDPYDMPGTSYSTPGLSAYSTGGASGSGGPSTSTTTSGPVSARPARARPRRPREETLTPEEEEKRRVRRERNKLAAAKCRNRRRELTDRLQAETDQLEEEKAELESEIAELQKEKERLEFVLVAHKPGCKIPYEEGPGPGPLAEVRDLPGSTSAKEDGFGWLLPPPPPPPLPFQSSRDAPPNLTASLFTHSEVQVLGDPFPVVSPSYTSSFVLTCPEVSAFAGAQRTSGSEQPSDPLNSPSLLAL
An asterisk follows results filed as active; u = inconclusive; x = not tested or not shown.

SMILES | SR-BI DiI inh | V-ATPase pHluor | HTR5A inv ag | PvdQ acylase | MITF TRPM1 HTS | Wnt act | CDK5 p35 inh | HTR5A ag | NSD2 inh | dFosB act
Cc1cc(C)n2c(SCc3nnc(-c4cccs4)o3)nnc2n1 | 6.4 | -3.6 | 5.7 | 1.5 | -6.7 | x | -0.4 | -2.1 | -6.4 | -4.4
Cc1ccccc1-n1nc2c(c1NC(=O)c1ccco1)CS(=O)(=O)C2 | -2.6 | 0.6 | 4.6 | 3.8 | 3.6 | -1.6 | -0.4 | -0.8 | 1.4 | -3.5
CC1CCCN(S(=O)(=O)CCNC(=O)c2ccc3c(c2)OCO3)C1 (centres undefined) | -26.2 | -4.3 | 17.5 | -6.7 | -10.3 | -3.5 | -0.3 | 2.5 | -0.8 | -2.6
O=C(NCc1ccncc1)C1CCN(S(=O)(=O)c2cc(Cl)ccc2Cl)CC1 | 8.3 | 0.3 | -31.6 | -16.4 | 16.6 | -0.9 | -1.9 | -0.9 | -3.6 | -0.4
O=C(Nc1cccc(C(=O)N2CCN(c3cccc(Cl)c3)CC2)c1)c1ccccc1 | 63.2 | -2.3 | 4.0 | -15.3 | 5.5 | -7.1 | -1.3 | -1.5 | -5.7 | 0.4
CC1CCCC(C)N1C(=O)COC(=O)c1ccc(S(=O)(=O)N(C)c2ccccc2)cc1 (centres undefined) | 0.9 | 2.7 | -3.1 | -2.0 | 2.2 | -1.3 | -0.4 | 0.9 | 0.1 | 0.7
COCCn1nc2cc(C(=O)NCC34CC5CC(CC(C5)C3)C4)ccc2c1OC | -11.3 | 1.6 | -23.4 | 2.0 | -13.6 | -1.6 | -0.3 | 3.8 | x | 2.6
Cc1nn(C(=O)c2cccc([N+](=O)[O-])c2)c(C)c1Cl | 5.4 | 2.4 | -11.0 | -16.8 | -1.1 | 4.5 | -0.4 | 2.8 | -0.3 | -9.3
CCc1ccc(NC(=O)/C(C#N)=C/c2cn(CC(=O)O)c3ccccc23)cc1 | 25.5 | 0.8 | 2.2 | -3.8 | -2.5 | -0.6 | -1.7 | -0.8 | 0.0 | -4.1
COc1ccc(NS(=O)(=O)c2ccc3c(c2)OCCO3)cc1OC | -14.7 | -0.5 | -10.6 | -16.9 | -24.1 | -3.7 | 2.0 | -0.1 | 11.0 | -4.7
COc1ccccc1N(C)S(=O)(=O)c1ccc(C(=O)NC2CCCCC2)cc1 | 4.6 | -3.6 | 7.4 | -9.1 | -16.4 | -5.8 | 1.5 | -2.1 | -11.7 | -0.3
O=C(NCc1ccc2c(c1)OCO2)c1nc(Cn2ccc([N+](=O)[O-])n2)no1 | x | -0.9 | -5.4 | -13.5 | -3.4 | 1.6 | 0.4 | 1.8 | -6.3 | 1.2
O=C1C(Oc2ccc(Cl)cc2)C(c2ccc3c(c2)OCO3)N1CC1CCCO1 (centres undefined) | -11.5 | 0.0 | -12.5 | -5.1 | -17.5 | -2.8 | 0.5 | -1.9 | -7.6 | 1.6
Cc1cc(NC(=O)COC(=O)c2cnccn2)ccc1Br | -22.2 | -1.8 | 2.9 | -14.6 | -3.2 | 1.7 | 0.5 | -0.8 | 0.6 | 0.1
COc1ccc(NC(=O)CSc2nnc3c4c(nc(-c5ccccc5)n23)CC(C)(C)OC4)cc1 | 26.1 | -2.4 | 9.9 | 9.3 | 9.8 | x | 0.4 | 5.6 | 0.6 | 3.3
O=C(NCCc1ccccc1)C(=Cc1ccc(C(=O)O)cc1)C(=O)NCCc1ccccc1 | -15.0 | 0.7 | 1.1 | -2.3 | -7.4 | -1.0 | 0.3 | -0.4 | -1.3 | 5.0
Cc1cc(N2CCN(C)CC2)nc2ccc(NC(=O)CCC(=O)NCc3ccco3)cc12 | -0.8 | -1.9 | 2.7 | -1.4 | x | x | 1.8 | 1.5 | x | -5.1
Cc1ccsc1C(=O)OCC(=O)N(C)C1CCCCC1 | -3.1 | 1.8 | 22.6 | -11.4 | 15.9 | 48.4* | -0.2 | -9.3 | -1.8 | -5.9
O=C(Nc1cnc2ccccc2c1)N1CCOCC1 | -35.3 | 1.9 | -0.5 | -5.7 | 27.2 | x | 0.2 | 0.7 | -4.6 | -13.6
Cc1ccccc1C(=O)c1cccn1CC(=O)NC(C)c1ccccc1 (centres undefined) | -10.1 | -3.9 | 6.1 | -3.8 | -2.1 | -1.9 | x | 1.5 | -1.5 | -1.1

Reformatted tab-delimited: part of the list above.
smiles	SR-BI DiI inh	V-ATPase pHluor	HTR5A inv ag	PvdQ acylase	MITF TRPM1 HTS	Wnt act	CDK5 p35 inh	HTR5A ag	NSD2 inh	dFosB act
Cc1cc(N2CCN(C)CC2)nc2ccc(NC(=O)CCC(=O)NCc3ccco3)cc12	-0.8	-1.9	2.7	-1.4	x	x	1.8	1.5	x	-5.1
Cc1ccsc1C(=O)OCC(=O)N(C)C1CCCCC1	-3.1	1.8	22.6	-11.4	15.9	48.4*	-0.2	-9.3	-1.8	-5.9
O=C(Nc1cnc2ccccc2c1)N1CCOCC1	-35.3	1.9	-0.5	-5.7	27.2	x	0.2	0.7	-4.6	-13.6

Continued:
SMILES | SR-BI DiI inh | V-ATPase pHluor | HTR5A inv ag | PvdQ acylase | MITF TRPM1 HTS | Wnt act | CDK5 p35 inh | HTR5A ag | NSD2 inh | dFosB act
COc1ccccc1-n1c(N)cc(=O)nc1SCC(=O)Nc1cc(C)on1 | -1.7 | 3.6 | 3.6 | -3.0 | -10.1 | -2.0 | 0.5 | 6.9 | 5.3 | -4.7
CCN(CC(=O)NCc1cccs1)c1ccc(S(=O)(=O)N2CCCC2)cn1 | x | 0.2 | 12.1 | -2.4 | -14.8 | 1.7 | -0.4 | 5.9 | 0.3 | 0.0
Cc1ccc(NC(=O)CSc2nnc(-c3ccco3)c(-c3ccco3)n2)cc1 | -1.4 | 0.8 | -7.7 | -1.6 | -15.4 | 8.2 | -1.0 | 1.2 | -22.4 | -15.1
CCS(=O)(=O)N1CCC(C(=O)Nc2ccc(C(C)=O)cc2)CC1 | -15.4 | 0.9 | 11.4 | -7.3 | -5.5 | 1.0 | 0.0 | -3.1 | 0.3 | -0.8
CCCCn1c(CCNC(=O)c2cccs2)nc2ccccc21 | 3.6 | 1.1 | 3.3 | 7.6 | -5.4 | x | -1.0 | -1.3 | 1.3 | -9.1
Cc1cc(C)c2c(CC(=O)Nc3nccs3)coc2c1 | 10.7 | -1.8 | -10.4 | 8.1 | -15.4 | x | -0.6 | 4.7 | -0.3 | -5.2
Cc1cccc(NC(=O)Nc2ccc(Cl)c(Cl)c2)n1 | 32.7 | -2.7 | -12.2 | -5.2 | -14.8 | 3.9 | -0.4 | 4.4 | -2.6 | u
CCOC(=O)C1(CCOc2ccccc2)CCN(Cc2cc(OC)c(O)c(OC)c2)CC1 | -25.7 | -9.7 | 5.8 | 3.5 | x | -2.4 | 1.3 | -1.6 | 1.3 | -2.7
NC(=O)CC(NC(=O)Cc1cccc2ccccc12)c1ccc(N2CCN(c3ccc(F)cc3)CC2)c([N+](=O)[O-])c1 (centres undefined) | 17.8 | 0.8 | -5.1 | -10.9 | 2.4 | 9.3 | -0.7 | 1.9 | x | -8.9
CCOC(=O)c1nnn(CC(=O)N2N=C(c3ccc(Cl)cc3)CC2c2ccc(OC)cc2)c1C(=O)OCC (centres undefined) | 40.1 | -4.7 | -7.5 | -8.4 | 2.8 | -2.5 | -0.5 | 3.6 | 1.9 | 0.6
Cc1cc(C)nc(SCCC(=O)N(C)C)n1 | -5.7 | 2.6 | -16.1 | 6.6 | -0.4 | 0.0 | 2.2 | 6.0 | 1.4 | -5.3
COc1ccc2c(OC)c3ccoc3nc2c1OC | -5.0 | 2.8 | -79.9 | -6.0 | x | -0.8 | -2.6 | -0.9 | x | -6.8
COCCCNc1nc2ccccc2[nH]c1=O | -6.1 | -0.2 | 5.6 | -12.5 | -6.2 | -1.4 | 1.4 | -2.0 | -3.6 | 10.1
CC1CCN(C(=O)c2ccc(S(=O)(=O)NCc3ccco3)cc2)CC1 | 25.8 | x | 0.8 | -14.4 | 8.1 | 0.4 | -3.5 | -0.3 | -0.6 | -16.6
CCCn1nnnc1NCc1ccc(CC)cc1 | -16.8 | -1.9 | 4.2 | -12.6 | x | -0.6 | 0.3 | -1.2 | 3.4 | 2.0
COc1ccc(-c2noc(CCC(=O)N3CCN(c4ccc(F)cc4)CC3)n2)cc1 | -8.5 | -0.8 | -13.2 | 6.4 | 3.9 | -1.0 | 0.6 | 3.9 | x | -1.6
COc1cccc(C(=O)N(Cc2ccco2)Cc2cc3cccc(C)c3[nH]c2=O)c1 | -20.0 | -4.2 | 2.7 | -16.9 | x | 5.9 | 2.4 | 3.1 | 2.6 | 0.2
O=C(c1ccc(S(=O)(=O)N2CCOCC2)cc1)N1CCN(c2ccc(F)cc2)CC1 | -12.2 | -9.6 | -22.1 | -7.8 | -3.3 | x | 1.1 | 3.9 | x | -7.5
COc1ccc(C2=Nn3c(nnc3-c3ccccc3Cl)SC2)cc1OCC1CC1 | 7.4 | 1.4 | -30.8 | -7.0 | -34.2 | -0.2 | 0.4 | 3.1 | x | -5.1
CCOC(=O)c1cc(-c2csc(-c3cccc(Cl)c3)n2)on1 | -5.6 | -1.2 | 7.6 | 12.5 | -14.7 | -2.7 | -0.8 | -2.9 | -4.9 | -2.1
COc1ccc(NC(=O)CN(C)C(=O)c2cccc3ccccc23)cc1 | 0.4 | -3.7 | -7.9 | -7.6 | 6.0 | -2.5 | 1.0 | -0.1 | 0.2 | -10.0
Cc1c(NC(=O)c2ccc(-c3ccc([N+](=O)[O-])cc3Cl)o2)c(=O)n(-c2ccccc2)n1C | 26.0 | -2.2 | -12.5 | 1.6 | -8.9 | -0.9 | 7.4 | 4.6 | -1.4 | -2.2
CCc1cccc(CC)c1NC(=S)Nc1ccccc1 | 27.5 | -3.5 | 4.6 | -4.8 | 19.5 | 0.4 | -0.2 | -1.9 | -0.1 | -2.2
CC(NC(=O)COc1cccc(Br)c1)C(=O)O (centres undefined) | -19.2 | 1.3 | -1.2 | -2.8 | 2.2 | -0.2 | -0.9 | -0.3 | -0.6 | 5.5
CC(C)(C)C(=O)Nc1nc(NC(=O)C(C)(C)C)nc(-c2ccccc2Cl)n1 | -9.1 | 3.8 | x | -6.0 | x | -0.8 | 1.4 | x | -1.8 | -5.0
COc1ccc(C(=O)N[C@H](C(=O)Nc2ccc(OC)nc2)C(C)C)cc1 | -19.9 | -0.2 | 10.7 | -2.1 | 15.0 | 6.9 | 2.8 | -4.2 | -0.6 | 0.7
Cc1ccc2c(c1)sc1nc(=O)n(-c3ccc(Cl)c(Cl)c3)c(=O)n12 | -8.8 | 1.9 | 6.1 | -20.8 | 12.2 | -1.7 | -0.8 | -2.4 | 0.0 | -11.3

Rows are unselected (roughly 5% active in at least one column).
